GALR2 antag: blocks the human galanin receptor 2; O43603; inhibition, % at 4 µM; GALR2-expressing cells, antagonist mode; AID 828; 0.39% of 140,000 active; in the data active = inhibition above about 27%;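 also: cells stimulated with galanin 1-16 at roughly its EC80; 0% = agonist challenge control and 100% = basal control without agonist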
Target sequence (O43603 whole entry, looked up): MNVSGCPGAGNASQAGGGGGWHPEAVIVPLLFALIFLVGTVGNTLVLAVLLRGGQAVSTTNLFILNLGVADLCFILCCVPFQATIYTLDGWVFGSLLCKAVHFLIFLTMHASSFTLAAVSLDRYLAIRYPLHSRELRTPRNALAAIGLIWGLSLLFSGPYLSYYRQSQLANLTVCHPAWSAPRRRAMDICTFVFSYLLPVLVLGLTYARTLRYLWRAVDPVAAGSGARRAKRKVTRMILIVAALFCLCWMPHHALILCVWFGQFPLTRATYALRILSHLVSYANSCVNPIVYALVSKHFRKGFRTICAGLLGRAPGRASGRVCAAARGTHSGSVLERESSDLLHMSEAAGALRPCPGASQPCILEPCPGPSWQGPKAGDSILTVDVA
HCT116 bCat-KO: beta-catenin-lacking colon tumor cell growth suppression; HCT116 beta-catenin knockout viability, CellTiter-Glo, 60 h; active compounds read low; 1.5% of 140,000 active; viability, % at 10 µM; AID 818;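 active = viability at or under a set limit, the compound median less 4 SD, cut at about 6% in these data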;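 also: 0% = Hyamine 1622 control at 20 µM and 100% = untreated cell control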
E-sel TNF inh: TNF alpha driven E-selectin expression inhibition. 0.71% of 120,000 active. HUVEC TNFa-induced E-selectin immunofluorescence, high content. AID 1246. inhibition, % at 2 µM;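 active = inhibition above the batch mean plus 3 SD, and confirmed as a hit on visual image review, cut at about 43% in these data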;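 also: 0% = TNF-stimulated DMSO wells and 100% = unstimulated control wells; not every result past the cut was called active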
Measles CPE: protection of cells from measles virus. Measles virus-infected cells, CPE protection, absorbance. protection (pct of control), % at 4 µM. 1.5% of 140,000 active. AID 841; in the data active = protection mostly above about 24%, no sharp cut-off; inactive = mostly below about 26%; also: some compounds called inactive have numbers as strong as hits
NPY Y2 blocker: blocks the human neuropeptide Y Y2 receptor | P49146 | inhibition, % at 2.7 µM | 0.99% of 140,000 active | NPY-Y2 expressing cells, antagonist mode; in the data active = inhibition above about 17%;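 also: 0% = vehicle with agonist challenge and 100% = reference antagonist with challenge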
Target sequence (P49146 whole entry, looked up): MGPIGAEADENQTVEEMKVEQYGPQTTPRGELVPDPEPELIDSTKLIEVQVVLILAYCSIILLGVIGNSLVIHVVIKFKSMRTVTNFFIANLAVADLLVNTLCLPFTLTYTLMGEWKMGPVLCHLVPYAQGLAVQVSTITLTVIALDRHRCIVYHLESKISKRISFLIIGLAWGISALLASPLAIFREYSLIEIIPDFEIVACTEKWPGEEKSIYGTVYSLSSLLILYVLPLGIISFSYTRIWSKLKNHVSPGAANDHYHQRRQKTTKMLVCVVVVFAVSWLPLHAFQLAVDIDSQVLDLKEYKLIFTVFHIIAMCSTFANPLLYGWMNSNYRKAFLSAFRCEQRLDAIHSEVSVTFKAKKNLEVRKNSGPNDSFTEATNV
Yeast growth inh: chemicals that inhibit yeast BB579 growth in restrictive medium (lifespan-shortening candidates); S. cerevisiae BB579 growth, OD615, 48 h; inhibition, % at 10 µM; 0.51% of 140,000 active; AID 804;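 active = inhibition above a set limit, 3 SD over the mean compound inhibition, cut at about 44% in these data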; also: inactives centre near -24
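controls = amphotericin B 10 µg/mL, positive | assay system = DeaD yeast strain BB579 | schedule = 48 h compound exposure at 30 °C after 4 h preincubation | detection = OD615 turbidity measurement | medium = restrictive CSMM-D medium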
MRP-1 activ: MRP-1 activation; H69AR cells + doxorubicin, viability rescue, CellTiter-Glo; viability increase, % at 10 µM; 0.61% of 140,000 active; AID 799;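 active = viability gain under doxorubicin at or above a set limit, the compound median plus 3 SD, cut at about 4.7% in these data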;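 also: MRP-1 overexpressing cells given doxorubicin 25 µM after compound pretreatment; 18-22 h compound pretreatment then 72 h with doxorubicin before readout; 0% = doxorubicin-only wells and 100% = vehicle-treated cells without doxorubicin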
Yeast lifespan up: extends the lifespan of yeast. S. cerevisiae growth with nicotinamide, OD615; deaD strain in restrictive glucose medium. inhibition of the nicotinamide effect, % at 10 µM. 0.68% of 130,000 active;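 active = inhibition above a set limit, placed 3 SD over the median of all compounds, cut at about 26% in these data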;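 also: 0% = nicotinamide-treated wells and 100% = cells grown without nicotinamide; some compounds called inactive have numbers as strong as hits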
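System: DeaD-strain S. cerevisiae / Buffer or medium: CSMM-D, restrictive glucose (dextrose) synthetic minimal medium / Probe or stimulus: nicotinamide, 1.5 mM, co-present with compound / Compound: one concentration, 10 µM, DMSO 0.25% / Incubation: 48 h compound exposure at 30 °C, humidified / Technique: optical density (absorbance) at 615 nm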
Phagocytosis inh: macrophage phagocytosis inhibition; J774A.1 macrophage IgG-bead phagocytosis, imaging; inhibition, % at 5 µM; 0.07% of 110,000 active; AID 1029;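 active = inhibition above the mean of the plate negative controls plus 5 SD, cut at about 13% in these data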;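 also: phagocytic index as fraction of beads internalized from green versus red external bead signal; plate controls were DMSO negative control for no effect and cytochalasin-D positive control for full effect; some results beyond the cut were filed as inactive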
HCT116 PTEN-null: PTEN-deleted cell growth suppression; HCT116 PTEN-null viability, CellTiter-Glo, 60 h; active compounds read low; viability, % at 10 µM; 1.2% of 140,000 active; AID 827;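 active = viability at or below a set limit, 4 SD under the median of all tested compounds, cut at about 3.7% in these data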;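 also: PTEN knockout HCT116 line with beta catenin targeted HCT116 as companion control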
The depositor's hits bear a star; · = not tested or not shown.

Letters – A = GALR2 antag; B = HCT116 bCat-KO; C = E-sel TNF inh; D = Measles CPE; E = NPY Y2 blocker; F = Yeast growth inh; G = MRP-1 activ; H = Yeast lifespan up; I = Phagocytosis inh; J = HCT116 PTEN-null
(1) Cc1ccc(C(=O)NC(=S)Nc2ccc(Oc3ccc(Cl)cc3)cc2)cc1
  A = 0; B = 92; C = 25; D = 11; E = 1; F = -10; G = -1.6; H = 1; I = ·; J = 80

(2) COc1cc(/C=C/C(=O)OCC(=O)NC(=O)NC23CC4CC(CC(C4)C2)C3)ccc1OCC#N
  A = 0; B = 83; C = -19; D = 8; E = -2; F = -21; G = -0.3; H = 4; I = ·; J = 64

(3) CCSc1nnc(NC(=O)C2CCN(S(=O)(=O)c3ccccc3C(F)(F)F)CC2)s1
  A = 4; B = 76; C = -3; D = 22; E = 1; F = -9; G = -2.9; H = 3; I = -2; J = 68

(4) O=C(NNS(=O)(=O)c1ccccc1[N+](=O)[O-])c1cccc(Cl)c1
  A = -6; B = 93; C = ·; D = 9; E = 6; F = -19; G = 1.2; H = 2; I = -5; J = 105

(5) C=CCn1c(SCc2cc(=O)n3ccsc3n2)nnc1C1CCCCC1
  A = -11; B = 86; C = 10; D = 5; E = 0; F = -56; G = -0.7; H = -11; I = 1; J = 99

(6) CC1=C(C(=O)Nc2ccc(Cl)cc2)C2(CCCCC2)C(C(N)=O)C(=S)N1 (centres undefined)
  A = -9; B = 83; C = -11; D = 13; E = -1; F = -5; G = -3.0; H = -1; I = 0; J = 81

(7) OC1=C(O)c2nc3ccccc3nc21
  A = -5; B = 100; C = 5; D = ·; E = 1; F = -22; G = 0.8; H = -7; I = 0; J = 100

(8) CSc1ncc2c(n1)-c1cc(C)ccc1SC2
  A = -6; B = 79; C = 6; D = 4; E = 7; F = -43; G = -2.1; H = -14; I = -2; J = 75

(9) Cc1ccc(S(=O)(=O)C(C#N)c2nc3ccccc3nc2N2CCC(C)CC2)cc1 (centres undefined)
  A = 10; B = 85; C = -47; D = 12; E = -1; F = -43; G = -1.0; H = 11; I = 3; J = 89

(10) c1ccc(Cn2c(CN3CCCC3)nc3ccccc32)cc1
  A = 10; B = 82; C = ·; D = 5; E = -1; F = -20; G = -3.0; H = -24; I = ·; J = 88

The list goes on:
Letters – A = GALR2 antag; B = HCT116 bCat-KO; C = E-sel TNF inh; D = Measles CPE; E = NPY Y2 blocker; F = Yeast growth inh; G = MRP-1 activ; H = Yeast lifespan up; I = Phagocytosis inh; J = HCT116 PTEN-null
(11) Cc1cc(-n2c(SCCC#N)nnc2-c2cccnc2)ccc1Cl
  A = 4; B = 100; C = -42; D = 20; E = 1; F = -13; G = -3.2; H = -1; I = 1; J = 92

(12) COC(=O)c1cccc(NC(=O)Cn2nnc3ccccc32)c1
  A = -5; B = 84; C = ·; D = 9; E = 0; F = -7; G = -4.3; H = -8; I = ·; J = 87

(13) Cc1cc(=O)n(C)c(=O)n1CCCCCCOc1cccc([N+](=O)[O-])c1
  A = -1; B = 67; C = ·; D = 16; E = 7; F = 3; G = -3.0; H = -1; I = -6; J = 68

(14) O=C1CN(c2nc(-c3ccccc3)c3cc(Cl)ccc3n2)c2ccccc2N1
  A = -7; B = 51; C = 28; D = 40*; E = -1; F = -41; G = -3.2; H = 3; I = -9; J = 49

(15) Cn1c(=O)oc2cc(S(=O)(=O)NCc3ccccc3)ccc21
  A = -5; B = 91; C = -16; D = 20; E = 2; F = -25; G = -1.0; H = 0; I = 0; J = 98

(16) O=C(O)CCCC(=O)Nc1nc(-c2ccc(F)cc2)cs1
  A = 11; B = 96; C = -4; D = 27; E = 1; F = -21; G = -3.5; H = -2; I = -3; J = 106

(17) CCc1nnc(NC(=O)C(C)Sc2ccccc2)s1 (centres undefined)
  A = -1; B = 100; C = ·; D = 1; E = 3; F = -30; G = 0.9; H = -14; I = 0; J = 100

(18) COCc1c(C(N)=O)nnn1-c1nonc1N
  A = 1; B = 108; C = -25; D = 7; E = 1; F = -64; G = -0.4; H = -1; I = ·; J = 115

(19) O=C(Cc1ccc(Cl)cc1)Nc1ccccc1Sc1ccccc1
  A = 9; B = 74; C = -7; D = 9; E = 10; F = -32; G = -0.5; H = 1; I = -1; J = 70

(20) CCn1c(SCC(=O)Nc2ccccc2-c2ccccc2)nnc1-c1ccoc1C
  A = 5; B = 90; C = -38; D = 18; E = 4; F = -20; G = -0.1; H = -6; I = -2; J = 83

Additional structures:
Letters – A = GALR2 antag; B = HCT116 bCat-KO; C = E-sel TNF inh; D = Measles CPE; E = NPY Y2 blocker; F = Yeast growth inh; G = MRP-1 activ; H = Yeast lifespan up; I = Phagocytosis inh; J = HCT116 PTEN-null
(21) O=C(Nc1ncnc2sc3c(c12)CCCCC3)c1ccc(F)cc1
  A = -17; B = 55; C = 17; D = 14; E = 7; F = -23; G = -1.2; H = -5; I = -1; J = 57

(22) CCNC(=O)COC(=O)c1ccc(S(=O)(=O)N2CCCCCC2)cc1
  A = 2; B = 101; C = -19; D = 9; E = -2; F = -10; G = -0.2; H = -6; I = 1; J = 117

(23) CN(C)S(=O)(=O)N1CCN(C(=O)N(c2ccccc2)c2ccccc2)CC1
  A = 23; B = 108; C = 46; D = 7; E = 0; F = -53; G = -0.8; H = -5; I = 0; J = 112

(24) COc1ccc2c(c1)CCc1c(C(=O)N3CCCC3)noc1-2
  A = 9; B = 97; C = ·; D = 5; E = 1; F = -23; G = 0.1; H = -13; I = -5; J = 96

(25) Cc1ccc(Oc2nsnc2N2CCOCC2)cc1
  A = -9; B = 108; C = ·; D = 13; E = 1; F = -21; G = -3.0; H = -4; I = -1; J = 104

(26) COc1cc(CNC(=O)OCC(C)C)cc(OC)c1OC
  A = 0; B = 92; C = ·; D = 6; E = -1; F = -49; G = -0.8; H = 0; I = 0; J = 90

(27) c1coc(CNCCCN2CCOCC2)c1
  A = -3; B = 85; C = 1; D = 19; E = 2; F = 1; G = -1.4; H = -5; I = ·; J = 99

(28) CS(=O)(=O)N1CCCC(C(=O)NCCc2ccccc2)C1 (centres undefined)
  A = -2; B = 95; C = 23; D = 3; E = -2; F = -26; G = -3.3; H = -27; I = 0; J = 86

(29) O=C1N/C(=C/c2cccn2-c2ccccc2)C(=O)N1c1cccc(Cl)c1
  A = -17; B = 89; C = ·; D = 27; E = 1; F = -51; G = -0.2; H = 6; I = -1; J = 95

(30) Cc1cc(C)n(-c2nc3ccccc3c(=O)n2OCCOc2ccccc2)n1
  A = -5; B = 102; C = 4; D = 20; E = 7; F = -21; G = -1.4; H = ·; I = ·; J = 101

Continuation.
Letters – A = GALR2 antag; B = HCT116 bCat-KO; C = E-sel TNF inh; D = Measles CPE; E = NPY Y2 blocker; F = Yeast growth inh; G = MRP-1 activ; H = Yeast lifespan up; I = Phagocytosis inh; J = HCT116 PTEN-null
(31) CCCCOC(=O)CCc1c(C)[nH]c(=O)c(C#N)c1C
  A = 3; B = 98; C = -20; D = 5; E = 9; F = -34; G = -2.5; H = 4; I = ·; J = 111

(32) c1ccc(-c2nn3c(Cn4cnc5ccccc54)nnc3s2)cc1
  A = -1; B = 105; C = -3; D = 12; E = 2; F = -32; G = -3.2; H = -12; I = -1; J = 92

(33) CC(C)OC(=O)C1C2C=CC3(CN(C(C)c4ccc(Br)cc4)C(=O)C13)O2 (centres undefined)
  A = 1; B = 100; C = ·; D = 17; E = -1; F = -9; G = -3.7; H = -7; I = 0; J = 104

(34) Cc1cc(NC(=O)CCC(=O)N(Cc2cccs2)C(C(=O)NC2CCCC2)c2cccnc2)no1 (centres undefined)
  A = -3; B = 86; C = -3; D = 5; E = 0; F = -26; G = -3.7; H = -20; I = ·; J = 98

(35) CCCCCCn1c(CN2CCCCC2C)nc2c1c(=O)n(C)c(=O)n2C (centres undefined)
  A = -3; B = 6.0*; C = 15; D = 9; E = 11; F = -23; G = 0.2; H = ·; I = ·; J = 10

(36) COc1cc(-c2nn3c(-c4ccccc4)nnc3s2)cc(OC)c1OC
  A = 9; B = 4.9*; C = -17; D = 10; E = 2; F = -18; G = -2.2; H = -10; I = 1; J = 8

(37) Cc1ccc(NS(=O)(=O)c2cc(C(=O)O)ccc2Cl)c(C)c1
  A = 3; B = 99; C = 0; D = 2; E = 0; F = -14; G = -3.2; H = -2; I = ·; J = 93

(38) CC(C)OC(=O)CSc1nnc(-c2cccnc2)n1N
  A = 3; B = 93; C = -6; D = 2; E = 2; F = -25; G = -1.8; H = -9; I = -3; J = 87

(39) CC(C)Cc1cc(C(=O)Nc2c(F)cc(F)cc2Br)no1
  A = -5; B = 94; C = ·; D = 10; E = 3; F = -18; G = 1.4; H = -1; I = 0; J = 100

(40) C[C@]12CC[C@@H]3c4ccc(O)cc4CC[C@H]3[C@@H]1CC[C@@H]2OC(=O)CCC(=O)O
  A = 16; B = 95; C = ·; D = 51; E = 4; F = -61; G = -2.1; H = 57*; I = ·; J = 91

(more compounds)
Letters – A = GALR2 antag; B = HCT116 bCat-KO; C = E-sel TNF inh; D = Measles CPE; E = NPY Y2 blocker; F = Yeast growth inh; G = MRP-1 activ; H = Yeast lifespan up; I = Phagocytosis inh; J = HCT116 PTEN-null
(41) C=CCn1c(SCC(=O)OC)nc2sc3c(c2c1=O)CCN(C)C3
  A = -6; B = 104; C = -36; D = 3; E = 0; F = -34; G = -1.1; H = -20; I = 0; J = 102

(42) COc1cc(/C=N\NC(=O)c2ccc(Cn3nc([N+](=O)[O-])c(Cl)c3C)o2)ccc1O
  A = 4; B = 93; C = 14; D = 3; E = 4; F = 15; G = -2.7; H = -16; I = 0; J = 89

(43) COc1ccc(NC(=O)C(c2cc3c(cc2[N+](=O)[O-])OCO3)N2CCN(C=O)CC2)cc1 (centres undefined)
  A = 4; B = 96; C = 16; D = 23*; E = -1; F = -1; G = -1.6; H = -2; I = -3; J = 95

(44) CCOc1ccc(-n2c(Cc3cc(=O)[nH]c(=O)[nH]3)nnc2SCC(=O)OC)cc1
  A = -12; B = 76; C = ·; D = 26; E = 2; F = 12; G = -3.0; H = -4; I = 0; J = 85

Screens (PubChem BioAssay)
